# Bioassay records as filed in PubChem.
# SIRT5 inh – inhibitors of human sirtuin-5 desuccinylase | Q9NXA8 | Purified SirT5, succinyl-peptide AMC, trypsin-coupled fluorescence | inhibition, % at 15 µM | 330,000 compounds, 1.1% hits; in the data active = inhibition above about 15%; inconclusive = no clear call, values can overlap the other calls
# Target sequence (Q9NXA8 whole entry, looked up): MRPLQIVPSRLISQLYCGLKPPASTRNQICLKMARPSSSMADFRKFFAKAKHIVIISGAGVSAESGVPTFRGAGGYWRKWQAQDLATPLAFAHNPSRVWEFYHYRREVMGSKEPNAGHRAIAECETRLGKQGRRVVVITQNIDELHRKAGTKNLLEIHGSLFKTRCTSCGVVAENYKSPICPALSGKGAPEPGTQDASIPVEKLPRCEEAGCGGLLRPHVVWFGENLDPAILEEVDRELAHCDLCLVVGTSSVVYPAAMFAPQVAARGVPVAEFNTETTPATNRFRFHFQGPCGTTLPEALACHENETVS
# EWS-Fli block – EWS/Fli transcriptional activity inhibition; A673 NR0B1-luciferase reporter, viability-normalised; 350,000 compounds, 0.67% hits; inhibition, % at 12.6 µM;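 active = mean inhibition of at least 50% after viability correction, with every replicate also passing that limit; inconclusive = mean reaches 50% but only one of two replicates passes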;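 also: firefly luciferase signal divided by Alamar Blue viability fluorescence both relative to DMSO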
# CASP6 VEID inh – inhibitors of human caspase-6 | purified caspase-6, Z-VEID-R110 cleavage fluorescence | inhibition, % at 12.5 µM | 350,000 compounds, 0.53% hits;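 active = mean inhibition across replicates at least about 35%, with every replicate also reaching that limit, limit read from the data; inconclusive = only one of the two criteria met; inactive = neither criterion met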;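 also: 0% = median of neutral control wells and 100% = no fluorescence left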
# Target sequence (P55212 24-179 limits assumed): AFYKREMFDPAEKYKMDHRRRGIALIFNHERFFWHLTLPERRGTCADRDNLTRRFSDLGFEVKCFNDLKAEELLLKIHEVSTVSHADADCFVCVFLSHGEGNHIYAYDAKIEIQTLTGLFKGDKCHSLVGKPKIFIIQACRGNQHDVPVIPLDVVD
# Target sequence (P55212 194-293 limits assumed): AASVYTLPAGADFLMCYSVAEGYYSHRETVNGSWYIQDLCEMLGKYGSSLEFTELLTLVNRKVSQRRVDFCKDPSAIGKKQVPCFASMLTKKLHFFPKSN
# LGR2 inh – Drosophila LGR2 receptor signaling inhibition. inhibition, % at 9.99 µM. 380,000 compounds, 0.35% hits. HEK293 LGR2, CRE-luciferase, bursicon-stimulated, 4 h. AID 720647;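 active = drop in luminescence signal, shown as inhibition above about 50% in the replicate tests, limit read from the data, passing the limit was not always enough; inconclusive = probably only some replicates passing the limit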;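 also: agonist challenge used bursicon conditioned medium at about half maximal strength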
# ARNT TACC3 PPI – disruptors of human ARNT/TACC3 interaction | Q9Y6A5 | AlphaScreen His-ARNT PAS-B/GST-TACC3 binding, luminescence; TACC3 fragment carries E629A point mutation | inhibition, % at 9.99 µM | 390,000 compounds, 0.66% hits;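 active = mean inhibition of replicates at least 50% and at least half of replicates each reaching 50%; inconclusive = half or more replicates reach 50% but mean below 50%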;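 also: 0% = complete ARNT plus TACC3 wells and 100% = ARNT alone without TACC3; many hits fall short of the cut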
# DENV2 CPE – DENV2-induced cell death inhibition | DENV2-infected cells, cytopathic effect rescue, plate reader | CPE inhibition, % at 9.99 µM | 350,000 compounds, 1.7% hits | AID 651640; in the data active = CPE inhibition above about 20%, passing the limit was not always enough; inconclusive = no clear call, values can overlap the other calls; tested in BHK-21 cells;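 also: 0% = median of neutral control wells and 100% = median of positive control wells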
# PAX8 inh HTS – PAX8 transcriptional activity inhibition | RMG-I TPO-luciferase reporter, SteadyGlo, 24 h | inhibition, % at 12.6 µM | 360,000 compounds, 1.2% hits;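 active = mean replicate inhibition at least 60% with every replicate also reaching 60%; inconclusive = only one of the two criteria is met; inactive = mean below 60% and not all replicates reaching 60%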;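 also: luciferase light reporting Pax8 driven TPO promoter activity; plate controls were median of neutral control wells for no effect and mitoxantrone controls for full effect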
# Active calls of the source: *; u = inconclusive; x = no result given.
SMILES,SIRT5 inh,EWS-Fli block,CASP6 VEID inh,LGR2 inh,ARNT TACC3 PPI,DENV2 CPE,PAX8 inh HTS
O=C1[C@@H]2[C@@H]3C[C@@H]([C@H]4ON=C(c5ccc(Cl)cc5)[C@@H]34)[C@@H]2C(=O)N1C1CCCCC1,1,10,2,x,1,0,6
Cc1cc(OCC(=O)OCC(=O)NC2CCS(=O)(=O)C2)ccc1Cl (centres undefined),-4,2,-1,-2,x,19,-5
C[C@@H]1CCCCO[C@@H](CN(C)Cc2ccc3c(c2)OCO3)[C@H](C)CN([C@@H](C)CO)C(=O)c2cc(NC(=O)Nc3ccc(F)cc3)ccc2O1,-2,-6,1,4,12,-1,4
COc1ccc(C(=O)CNc2ccccc2C#N)cc1,0,-34,1,-29,-5,-2,-73
CC(C)(OC(=O)c1ccc(C(F)(F)F)cc1)c1cc2ccccc2c(=O)o1,x,6,2,3,0,-4,5
N#Cc1cc(-c2ccccc2)nc(Oc2ccccc2)n1,-1,-6,-1,21,x,7,7
CN1C(=O)c2cc(NC(=O)Cc3cccs3)ccc2OC[C@H]2O[C@H](CC(=O)NCCc3ccncc3)CC[C@H]21,-1,3,-1,-6,-2,-4,2
COCCCNC(=O)c1cc(S(=O)(=O)N2CCOCC2)ccc1SCc1cccc(OC)c1OC,-2,6,-3,14,-18,-1,10
COc1ccc(NC(=O)NCc2ccccn2)c(OC)c1,-3,-7,-2,6,1,1,-4
COc1cccc(-c2ccc([C@@H]3[C@@H](CO)N4CCCCN(CC5CCOCC5)C[C@@H]34)cc2)c1,-3,-10,1,x,20,-6,-28
Cc1nnnn1CC(=O)Nc1cccc([N+](=O)[O-])c1,-7,3,-4,19,-1,6,13
C=CCN(c1ccccc1)S(=O)(=O)c1cccc(C(=O)NCC2CCCO2)c1 (centres undefined),-1,0,-196,-3,-8,-18,8
O=C(CCNS(=O)(=O)c1ccc2ccccc2c1)NCCOc1ccccc1,-3,4,2,-2,3,-3,13
CCN1[C@@H]2c3ccc(-c4ccccc4)c(=O)n3C[C@@H]2[C@@H](CO)[C@@H]1C(=O)NCC1CC1,-3,-6,1,3,-1,-8,11
CCn1c(/C=C/c2ccc(F)cc2)nc2ccccc2c1=O,-3,-10,-2,-5,-6,-6,13
O=S(=O)(/N=C(/Nc1ccc(F)c(F)c1F)c1ccccc1)c1ccccc1,x,x,x,-21,-2,x,-6
COc1ccc(Cl)cc1CN1CCOCC1,0,5,-1,5,4,2,6
C[C@@H]1CN([C@@H](C)CO)C(=O)c2cc(-c3cccc(F)c3)cnc2O[C@@H]1CN(C)C(=O)Nc1cc(F)ccc1F,0,-17,-1,9,1,26*,x
O=C(NC1CCCc2ccccc21)c1cccc(Br)c1 (centres undefined),-6,-1,-1,-7,0,-1,-3
COc1ccc(-c2ccc([C@H]3[C@H](CO)N4C(=O)CN(C(=O)NC(C)C)C[C@@H]34)cc2)cc1,-1,14,-1,2,x,-2,5
CC1CCCC(NC(=O)COC(=O)/C=C/c2ccc3c(c2)OCO3)C1C (centres undefined),-4,-2,-3,-23,-5,11,-30
CCn1c(SCC(=O)NC2CC2)nnc1-c1ccncc1,-2,x,1,10,1,x,-42
COc1cccc(Cn2c(=O)ccc3ccccc32)c1,-1,-33,1,7,0,-3,5
Cc1ccc(S(=O)(=O)NC2CCCCCC2)cc1,x,2,-2,-9,-6,-1,10
COc1ccccc1N(CC(=O)NCCSCc1ccc(C)cc1)S(=O)(=O)c1ccccc1,0,x,0,13,24,3,8
# (more compounds)
SMILES,SIRT5 inh,EWS-Fli block,CASP6 VEID inh,LGR2 inh,ARNT TACC3 PPI,DENV2 CPE,PAX8 inh HTS
Cc1noc(C)c1NC(=O)N(C)C[C@H]1OCCCC[C@H](C)Oc2ccc(NC(=O)Cc3ccccc3)cc2C(=O)N([C@H](C)CO)C[C@@H]1C,2,-3,-11,-6,-5,-1,x
COc1ccc(S(=O)(=O)NC(CC(C)C)C(=O)NC(C)c2cccs2)cc1 (centres undefined),-7,0,1,7,-3,0,18
O=C(NCCS(=O)(=O)c1ccc(Br)cc1)c1c(F)cccc1F,0,-4,0,-20,-23,-7,-2
COc1cc(NC(=O)CCCc2c[nH]c3ccccc23)cc(OC)c1,-1,6,1,9,x,-1,10
CCN1CCN(c2nc3c(C)cccn3c(=O)c2/C=C(\C#N)C(=O)NC)CC1,-3,1,-9,0,1,u,9
CCC(=O)N1CCN(c2ccccc2NC(=O)COc2cccc(C)c2)CC1,x,x,0,-12,-4,x,x
CC1=CCC2C(=O)N(c3ccc(N4CCOCC4)cc3)C(=O)C2C1 (centres undefined),x,1,2,0,-4,0,1
NCC[C@H]1CC[C@@H](NS(=O)(=O)Cc2ccccc2)[C@@H](CO)O1,2,-1,-8,-20,-12,0,-2
Cc1[nH]n(-c2ccc([N+](=O)[O-])cc2)c(=O)c1C=NCC1CCCO1 (centres undefined),-12,-49,4,-45,-6,-3,-111
CC(C)(C)C(=O)Nc1cccc(-c2nc3ccccc3c(=O)o2)c1,-6,x,5,16,12,-5,x
Cc1nn(C)cc1NC(=O)C[C@H]1CC[C@@H]2[C@@H](COc3ccc(NC(=O)Nc4cccc(Cl)c4)cc3C(=O)N2C)O1,1,-9,0,6,19,-6,-24
COc1ccc(C(C)=O)cc1COc1ccc([N+](=O)[O-])c(C)c1,3,-13,-1,-14,x,-6,4
O=c1[nH]c(SCc2ccc(F)cc2)nc2c1cnn2-c1ccc(F)cc1,-2,10,-4,-6,3,-7,-1
COc1ccc2nc(NC(=O)CN3C(=O)NC4(CCCC4)C3=O)sc2c1,-2,-18,3,-27,-3,8,-13
O=C(C1CC1)N1CCCCN2[C@H](CO)[C@H](c3ccc(C#CC4CCCC4)cc3)[C@H]2C1,1,3,1,1,23,-5,4
Cc1cccc(NC(=O)NNC(=O)COc2ccc(Cl)cc2)c1,x,x,x,5,6,x,-18
COc1ccc2[nH]c3c(c2c1)CCN1C(=O)C(CC(=O)NCCc2ccccn2)C[C@H](C(=O)N(C(C)C)C(C)C)[C@@]31C (some centres undefined),-3,4,-9,-19,1,u,19
Cc1noc(C)c1S(=O)(=O)N(C)C[C@H]1Oc2ccc(NC(=O)CCCCCC(=O)Nc3ccccc3N)cc2CC(=O)N([C@H](C)CO)C[C@H]1C,0,2,1,-10,-23,-5,x
Cc1c(Cl)cccc1Nc1ccccc1C(=O)O,-1,-3,-2,-5,-3,-3,-18
O=C(C[C@@H]1CC[C@H]2[C@@H](COC[C@H](O)CN2CC2CC2)O1)NCc1ccc(Cl)cc1,x,-60,0,-1,11,u,-5
O=C(Nc1ccc(S(=O)(=O)N2CCOCC2)cc1)c1ccc(Cl)cc1Cl,-2,14,1,3,-16,9,20
O=C(CCCn1c(SCC(=O)Nc2ccccc2C(F)(F)F)nc2ccccc2c1=O)NCC1CCCO1 (centres undefined),-3,x,-7,12,-2,3,10
O=C(O)CNC(=S)N(Cc1ccccc1Cl)C1CCCCC1,-3,6,x,-4,-1,-6,7
Cc1ccc(Nc2nc(C)cs2)cc1,-1,1,1,-43,x,5,-202
Cn1cc(C(=O)Nc2ccccn2)c(=O)c2ccccc21,-6,-76,0,-17,-8,9,-21
# Going on with the list:
SMILES,SIRT5 inh,EWS-Fli block,CASP6 VEID inh,LGR2 inh,ARNT TACC3 PPI,DENV2 CPE,PAX8 inh HTS
COC(=O)[C@@]12CCCN1[C@H](c1ccc(-c3ccc(OC)cc3)c(OC)c1)[C@@H]1C(=O)N(C)C(=O)[C@@H]12,-7,-18,-1,-1,6,-5,8
Cc1cccc(-c2n[nH]c(=S)n2/N=C/c2ccco2)c1,-2,-4,0,-5,7,0,7
O=C(C[C@H]1C[C@H]2c3cc(NC(=O)CC4CC4)ccc3O[C@H]2[C@H](CO)O1)NCc1cc(F)ccc1F,-4,0,-3,6,2,4,18
O=C(C=Cc1ccccc1)c1cccs1,x,-79,5,-6,-8,2,-96
COc1ccc2c(c1)c(-c1csc(N)n1)c(C)n2C,-1,15,-1,8,-5,1,11
C=C1C(=O)O[C@H]2C1CC[C@@](C)(O)C13C=CC(C)(C21)C1(C3)C(=O)O[C@@H]2C3C(C)=CCC3[C@](C)(O)C[C@H](OC(C)=O)C21 (some centres undefined),-2,-11,6,6,8,0,87*
CO[C@@H]1CN(C)C(=O)c2cc(NC(=O)c3nc4ccccc4s3)ccc2OC[C@H](C)N(Cc2ccncc2)C[C@H]1C,-1,1,-1,x,-2,2,4
Cc1ccc2[nH]c(=O)c(CN(Cc3ccco3)C(=O)CN3CCCC(C)C3)cc2c1 (centres undefined),-1,2,2,4,-1,1,24
CCCC1(c2ccsc2)NC(=O)NC1=O (centres undefined),0,2,-4,5,0,-4,0
CC(C)Nc1ccc(C(CC(N)=O)NC(=O)c2ccc(Br)cc2)cc1[N+](=O)[O-] (centres undefined),x,12,-1,-11,0,15,13

# In a second layout: entries from further up
# Results follow in this order: SIRT5 inh, EWS-Fli block, CASP6 VEID inh, LGR2 inh, ARNT TACC3 PPI, DENV2 CPE, PAX8 inh HTS
Cc1cccc(NC(=O)NNC(=O)COc2ccc(Cl)cc2)c1
  x, x, x, 5, 6, x, -18
COc1ccc2[nH]c3c(c2c1)CCN1C(=O)C(CC(=O)NCCc2ccccn2)C[C@H](C(=O)N(C(C)C)C(C)C)[C@@]31C (some centres undefined)
  -3, 4, -9, -19, 1, u, 19
Cc1noc(C)c1S(=O)(=O)N(C)C[C@H]1Oc2ccc(NC(=O)CCCCCC(=O)Nc3ccccc3N)cc2CC(=O)N([C@H](C)CO)C[C@H]1C
  0, 2, 1, -10, -23, -5, x
Cc1c(Cl)cccc1Nc1ccccc1C(=O)O
  -1, -3, -2, -5, -3, -3, -18
O=C(C[C@@H]1CC[C@H]2[C@@H](COC[C@H](O)CN2CC2CC2)O1)NCc1ccc(Cl)cc1
  x, -60, 0, -1, 11, u, -5
O=C(Nc1ccc(S(=O)(=O)N2CCOCC2)cc1)c1ccc(Cl)cc1Cl
  -2, 14, 1, 3, -16, 9, 20
O=C(CCCn1c(SCC(=O)Nc2ccccc2C(F)(F)F)nc2ccccc2c1=O)NCC1CCCO1 (centres undefined)
  -3, x, -7, 12, -2, 3, 10
O=C(O)CNC(=S)N(Cc1ccccc1Cl)C1CCCCC1
  -3, 6, x, -4, -1, -6, 7
Cc1ccc(Nc2nc(C)cs2)cc1
  -1, 1, 1, -43, x, 5, -202
Cn1cc(C(=O)Nc2ccccn2)c(=O)c2ccccc21
  -6, -76, 0, -17, -8, 9, -21
COC(=O)[C@@]12CCCN1[C@H](c1ccc(-c3ccc(OC)cc3)c(OC)c1)[C@@H]1C(=O)N(C)C(=O)[C@@H]12
  -7, -18, -1, -1, 6, -5, 8
Cc1cccc(-c2n[nH]c(=S)n2/N=C/c2ccco2)c1
  -2, -4, 0, -5, 7, 0, 7
O=C(C[C@H]1C[C@H]2c3cc(NC(=O)CC4CC4)ccc3O[C@H]2[C@H](CO)O1)NCc1cc(F)ccc1F
  -4, 0, -3, 6, 2, 4, 18
O=C(C=Cc1ccccc1)c1cccs1
  x, -79, 5, -6, -8, 2, -96
COc1ccc2c(c1)c(-c1csc(N)n1)c(C)n2C
  -1, 15, -1, 8, -5, 1, 11
C=C1C(=O)O[C@H]2C1CC[C@@](C)(O)C13C=CC(C)(C21)C1(C3)C(=O)O[C@@H]2C3C(C)=CCC3[C@](C)(O)C[C@H](OC(C)=O)C21 (some centres undefined)
  -2, -11, 6, 6, 8, 0, 87*
CO[C@@H]1CN(C)C(=O)c2cc(NC(=O)c3nc4ccccc4s3)ccc2OC[C@H](C)N(Cc2ccncc2)C[C@H]1C
  -1, 1, -1, x, -2, 2, 4
Cc1ccc2[nH]c(=O)c(CN(Cc3ccco3)C(=O)CN3CCCC(C)C3)cc2c1 (centres undefined)
  -1, 2, 2, 4, -1, 1, 24
CCCC1(c2ccsc2)NC(=O)NC1=O (centres undefined)
  0, 2, -4, 5, 0, -4, 0
CC(C)Nc1ccc(C(CC(N)=O)NC(=O)c2ccc(Br)cc2)cc1[N+](=O)[O-] (centres undefined)
  x, 12, -1, -11, 0, 15, 13
